# Screening data: PubChem, National Center for Advancing Translational Sciences (NCATS)
# LDHA inh = qHTS assay for inhibitors of human lactate dehydrogenase. 480,000 compounds, 0.15% hits. L-lactate dehydrogenase A chain (Homo sapiens), P00338. purified LDHA, NADH/diaphorase-resazurin fluorescence; hits give low values. activity change, % (values are at about 110 or 230 µM); in the data active = activity change below about -30%; inconclusive = mostly about -25% to -30%;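 note: plate controls were DMSO wells for no effect and wells without enzyme for full effect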
#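 Human LDH5 at 2 nM final in Tris HCl pH 7.4 with 0.06 mM NADH and 0.2 mM pyruvate, reacted 5 minutes at room temperature. Remaining NADH coupled via diaphorase/resazurin; resorufin fluorescence read at 0 and 20 minutes, normalized to enzyme-free and DMSO wells.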
# Pol eta inh = qHTS for Inhibitors of Polymerase Eta. DNA polymerase eta (Homo sapiens), Q9Y253. recombinant Pol eta, fluorescent DNA replication assay. Potency, µM (titrated, usually from 114 µM), for the others: at the top dose activity change, negative = inhibition, actives largely listed as inhibitors. 390,000 compounds, 1.2% hits. AID 588591, 2011; note: potency is the fitted concentration of half-maximal effect; % is set by controls: 0 for no effect and ±100 for the full control effect
#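 Pol eta (10 nM) was preincubated with compounds for 15 min at room temperature, after which fluorescent replication substrate (50 nM final) was added to start the reaction. Fluorescence was read kinetically at 0 and 10 min.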
# RGS4 inhibitor = Inhibitors of Regulator of G Protein Signaling (RGS) 4: qHTS; Transcreener GDP fluorescence polarization, RGS4-accelerated GTP hydrolysis; 390,000 compounds, 0.039% hits; Potency, µM (doses to about 114 µM), for inactives: at the top dose activity change, negative = inhibition, hits mostly inhibitors; note: potency is the fitted concentration of half-maximal effect; % is set by controls: 0 for no effect and ±100 for the full control effect; nearly all actives have a fitted effect of over 75% in size; some results filed as inactive show a strong effect at the top dose
# Target sequence (P49798 whole entry, looked up): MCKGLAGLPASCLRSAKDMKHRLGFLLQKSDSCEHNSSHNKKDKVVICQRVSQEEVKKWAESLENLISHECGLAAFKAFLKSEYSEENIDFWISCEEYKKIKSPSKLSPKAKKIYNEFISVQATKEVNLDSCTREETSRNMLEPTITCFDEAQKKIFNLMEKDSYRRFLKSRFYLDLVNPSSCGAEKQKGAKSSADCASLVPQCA
#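 MLSMR compounds (23 nl, pin-transferred) preincubated 10 min at room temperature with a 500nM (2x) first reagent, then RGS4 at 900nM (2x) plus Transcreener GDP mix added; fluorescence polarization (620/688 nm) read before and after 90 min at 30 °C.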
# Pol kappa inh = qHTS for Inhibitors of Polymerase Kappa; DNA polymerase kappa (Homo sapiens), Q9UBT6; purified Pol kappa, fluorescent DNA synthesis assay, 10 min; Potency, µM (top dose mostly 107 µM), for the others: at the top dose activity, negative = inhibition, most hits filed as inhibitors; 400,000 compounds, 0.53% hits; AID 588579, 2011; note: potency is the fitted concentration of half-maximal effect; % is set by controls: 0 for no effect and ±100 for the full control effect
# Target sequence (Q9UBT6 whole entry, looked up): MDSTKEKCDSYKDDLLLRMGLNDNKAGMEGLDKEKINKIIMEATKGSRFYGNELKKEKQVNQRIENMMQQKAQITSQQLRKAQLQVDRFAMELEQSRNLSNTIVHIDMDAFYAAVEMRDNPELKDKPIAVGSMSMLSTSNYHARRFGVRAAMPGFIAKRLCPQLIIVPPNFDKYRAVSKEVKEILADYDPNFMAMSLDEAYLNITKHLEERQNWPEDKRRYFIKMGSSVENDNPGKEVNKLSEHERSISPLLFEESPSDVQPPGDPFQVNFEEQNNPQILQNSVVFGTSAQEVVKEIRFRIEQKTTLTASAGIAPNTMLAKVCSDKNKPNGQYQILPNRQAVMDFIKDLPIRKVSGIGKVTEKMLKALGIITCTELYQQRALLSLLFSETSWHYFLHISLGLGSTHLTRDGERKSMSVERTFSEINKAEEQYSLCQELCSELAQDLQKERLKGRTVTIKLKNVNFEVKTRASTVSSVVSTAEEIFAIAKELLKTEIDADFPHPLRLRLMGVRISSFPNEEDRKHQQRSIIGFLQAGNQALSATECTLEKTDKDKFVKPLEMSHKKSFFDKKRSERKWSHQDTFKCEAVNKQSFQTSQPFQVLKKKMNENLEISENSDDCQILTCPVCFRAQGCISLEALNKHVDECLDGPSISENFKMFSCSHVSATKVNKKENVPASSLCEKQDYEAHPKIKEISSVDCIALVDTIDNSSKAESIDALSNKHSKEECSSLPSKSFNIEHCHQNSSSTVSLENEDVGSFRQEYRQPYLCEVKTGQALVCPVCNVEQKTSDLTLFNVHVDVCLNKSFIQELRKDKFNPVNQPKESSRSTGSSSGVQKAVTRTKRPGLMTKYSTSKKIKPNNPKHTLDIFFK
#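 First, compounds were pin-transferred onto 10 nM Pol kappa. After 15 min at room temperature, substrate was added to 50 nM final. Fluorescence was then measured kinetically at 0 and 10 min.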
# Apoferritin bind = qHTS Assay for Identification of Novel General Anesthetics. Potency, µM (series often up to 77.5 µM), for the others: top-dose activity change, negative = displacement, actives largely listed as inhibitors. 350,000 compounds, 0.074% hits. Ferritin light chain (Equus caballus), P02791. apoferritin/1-aminoanthracene competitive binding, fluorescence; note: potency is the fitted concentration of half-maximal effect; % is set by controls: 0 for no effect and ±100 for the full control effect; nearly all actives have a fitted effect of over 20% in size
#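 Apoferritin-based anesthetic binding model; compound displacement of fluorescent 1-AMA measured as endpoint fluorescence after 10 minutes at room temperature, scaled to free-ligand and complex controls.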
# Pol beta inh = qHTS Assay for Inhibitors of DNA Polymerase Beta | P06746 | AID 485314, 2010 | 340,000 compounds, 1.3% hits | Potency, µM (highest dose often 114 µM), without a hit: at the highest dose activity change, negative = inhibition, usual class: inhibitors | Pol beta primer extension/strand displacement, fluorescence kinetic; note: potency is the fitted concentration of half-maximal effect; % is set by controls: 0 for no effect and ±100 for the full control effect
#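 Pol beta (10 nM) was preincubated with compound for 15 min at room temperature. The reaction was then started with 50 nM substrate and read immediately and after a further 10 min at room temperature.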
# ERG-DNA inh = qHTS for Small Molecule Inhibitors of the ERG Ets/DNA interaction; Transcriptional regulator ERG (Homo sapiens), P11308; fluorescence polarization, His-ERG Ets domain / labelled DNA; Potency, µM (titrated, usually from 76.9 µM), for the others: top-dose FP activity, negative = inhibition, actives largely listed as inhibitors; 370,000 compounds, 0.028% hits; AID 624246, 2012; active = well fitted inhibition curve with a large enough effect in the polarisation, with a control signal flat; inconclusive = small, poorly fitted or top-dose-only effect, or effect the other way, or a change in a side signal; inactive = no such curve, though single readings can be large or run the other way; the % refers to the polarisation;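 note: polarization taken with two DNA probes labelled with fluorescein and Texas red; potency is the fitted concentration of half-maximal effect; % of control where 0% means no effect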
#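 His-tagged ERG Ets domain (1 uM in the protein solution; 300mM KCl, 50mM Tris-HCl, 1mM EDTA, 1mM DTT, pH 7.5) received compound, then a probe mix of 5 nM fluorescein-DNA and 100nM Texas-615-DNA. Fluorescence polarization was read for both dyes.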
# APE1 inh = qHTS Assay for Inhibitors of the Human Apurinic/apyrimidinic Endonuclease 1 (APE1) | DNA repair nuclease/redox regulator APEX1 (Homo sapiens), P27695 | recombinant APE1, TAMRA/BHQ-2 abasic DNA cleavage fluorescence | Potency, µM (doses to about 65.8 µM), inactives show top-dose activity change, negative = inhibition, hits mostly inhibitors | 350,000 compounds, 0.35% hits | AID 2517, 2012;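 note: potency is the fitted concentration of half-maximal effect; plate controls were vehicle for no effect and reference inhibitor for full effect; nearly all actives have a fitted effect of over 55% in size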
#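 Compound pre-exposure to 0.75 nM APE1, 15 min at ambient temperature. Reaction initiated with 50 nM TAMRA/BHQ-2 THF substrate, read immediately in kinetic mode, 525 nm excitation, 598 nm emission.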
# ALOX12 inh = Primary qHTS assay for inhibitors of human arachidonate 12S-lipoxygenase (ALOX12): Round 2 | AID 1671190, 2021 | Polyunsaturated fatty acid lipoxygenase ALOX12 (Homo sapiens), P18054 | Potency, µM (series often up to 108 µM), inactives show at the highest dose activity change, negative = inhibition, most hits filed as inhibitors | 580,000 compounds, 1.1% hits | purified 12hLO, xylenol orange hydroperoxide absorbance; note: potency is the fitted concentration of half-maximal effect; % is set by controls: 0 for no effect and ±100 for the full control effect
#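 Purified human 12hLO at 150 nM in 25 mM Hepes, 0.01% Triton X-100, pH 7.0, preincubated 15 min at room temperature with compound. Reaction started with 40 uM arachidonic acid, 30 min at room temperature. Hydroperoxide measured by Fe-xylenol orange, 573/405 nm absorbance ratio.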
# * = called active by the depositor; i = inactive; ? = inconclusive; nt = not tested or not shown; [ ] = another dose, or the depositor's remark. Unless noted, calls come from the whole dose curve; as a rule, active = well fitted curve in the direction sought with a large enough effect; inconclusive = small, poorly fitted or top-dose-only effect, or another doubt; inactive = no such curve, though single readings can be large; an effect the other way counts as inactive or inconclusive. An excerpt; count on the stated rates, not on these rows.
SMILES,LDHA inh,Pol eta inh,RGS4 inhibitor,Pol kappa inh,Apoferritin bind,Pol beta inh,ERG-DNA inh,APE1 inh,ALOX12 inh
O=C(CSc1nnc(-c2cccc(Br)c2)o1)N1CCOCC1,-1,-9%,-24%,-14%,1%,6%,-8%,12%,i
CC(=O)C(Sc1nc(-c2ccccc2Cl)nc2c1c(=O)n(C)c(=O)n2C)C(=O)N(C)C (centres undefined),0,-14%,7%,-9%[60.1 µM],-4%,19%,-4%,nt,-20%
C=C(C)c1cccc(C(C)(C)NC(=O)NCCCn2ccnc2)c1,-2,-5%,0%,4%,-9%,15%,nt,2%,4%
CC1CCCN(c2c([N+](=O)[O-])cc(C(=O)O)cc2[N+](=O)[O-])C1 (centres undefined),-2,-8%,-17%,-3%,-8%,34%,-2%,1%,-1%
CSc1ccc(CNCC2CCCO2)cc1 (centres undefined),1,-12%,-13%,17%,-3%,46%,8%,-2%,-2%
O=C(CSc1cccc(C(F)(F)F)c1)NC(=O)c1ccccc1,-16,-1%,22%,-9%,-15%,?,-6%,1%,2%
CCOc1cc2[nH]c(=O)n(CCCCCC(=O)NCc3ccco3)c(=O)c2cc1OCC,-15,-7%,13%,-5%,-7%,1%,0%,-1%,5%
CCOc1ccccc1CNC(=O)c1oc2ccc3c(c2c1C)C(=O)CC(C)(C)O3,-4,nt,1%,-4%,-23%,0%,10%,nt,0%
COc1ccc(C2Sc3ccccc3NC3=C2C(=O)c2ccccc23)c(OC)c1OC (centres undefined),-5,-10%,-21%,-4%,0%,-10%,2%,nt,?
COc1ccccc1C(=O)C1CCCN(Cc2cccc3nccnc23)C1 (centres undefined),-1,-11%,5%,14%,-9%,6%,-3%,2%,0%
COC(=O)c1cnn(-c2ccccc2)c1-n1cccc1C=O,-6,11%,10%,-14%,-2%,19%,10%,12%,9%
CC(=O)c1cccc(NC(=O)N2CCN(S(C)(=O)=O)CC2)c1,4,-2%,-3%,2%,0%,-18%,1%,-2%,13%
C/C(=N\NC(=O)c1cc(-c2cccnc2)nc2ccccc12)c1ccc(O)cc1O,-8,-8%,10%,-1%,3%,-11%,-6%,4%,-10%
Cc1cn(C)c(CC(=O)NCc2cccc(Cl)c2)c1C(=O)O,-2,-13%,22%,-8%[60.1 µM],35%[activator],12%,-3%,nt,-1%
Cc1nonc1C1CCCN1C(=O)c1cc(COc2ccc(F)cc2Cl)on1 (centres undefined),0,-23%,7%,0%,?,34%[activator],?,-3%,-22%
Cc1ccccc1C(=O)N1CCC(C(=O)N2CCN(Cc3ccc4c(c3)OCO4)CC2)CC1,-3,-1%,-9%,-9%,nt,nt,-6%,33%,11%
CCOc1ccc(OCCNC2CCCC2)cc1,-13,-16%,-8%,4%,4%,7%,-6%,?,-24%
CC(=O)Nc1cc(OC(=O)c2ccco2)cc(OC(=O)c2ccco2)c1,-4,-9%,20%,-23%,-8%,35%,3%,-10%,0%
CCCc1cc(=O)n2[nH]c(-c3ccccc3)cc2n1,-3,-12%,5%,-7%,-9%,0%,-20%,2%,3%
O=C(COc1ccc2c(c1)CCC2)NCc1ccccc1,-2,-14%,12%,-20%,3%,-12%,nt,12%,-8%
O=C(OCc1ccc(Br)cc1)c1cccnc1,-3,-4%,5%,-4%,-22%,50%,6%,-2%,18%
COc1cc(CCCN2C(=O)C(=O)NC[C@@H]2Cc2ccc(O)cc2)cc(OC)c1OC,-4,-14%,8%,-19%,-7%,3%,-1%,-3%,?
Cc1ccc2c(c1)C(=NC1CCCCC1)c1cc3ccccc3nc1-2,0,-18%,-2%,-7%,0%,0%,8%,-2%,-25%
O=C(CCSc1nc2cc(Cl)ccc2o1)N1CCOCC1,6,12%,-11%[56.9 µM],-15%,5%,-1%,3%,-4%,0%
COc1ccc(NS(=O)(=O)c2ccc3c(c2)CC(C)N3C(C)=O)c(OC)c1 (centres undefined),3,-16%,-6%,1%,2%,15%,4%,nt,2%
SMILES,LDHA inh,Pol eta inh,RGS4 inhibitor,Pol kappa inh,Apoferritin bind,Pol beta inh,ERG-DNA inh,APE1 inh,ALOX12 inh
Cc1ccc(C)c(NC(=O)CN2C(=O)CCc3ccccc32)c1,-3,-6%,22%,?,21%,22µM*,6%,nt,-17%
CSc1nc(-c2ccccc2)nn1S(=O)(=O)c1ccccc1,-3,-9%,-2%,-11%,0%,-12%,-29%,13%,?
CN(C)/C=C/C(=O)c1ccc(-n2cccc2)cc1,-1,-1%,-9%,-20%,-11%,3%,4%,-7%,?
NC(=O)C1CCCN(C(=O)Nc2cccc3ccccc23)C1 (centres undefined),25,-12%,-8%,-6%,-8%,4%,1%,3%,-1%
CCOC(=O)N1CCN(C(=O)CSCc2ccc(C)cc2)CC1,-4,-3%,11%,-4%,-7%,0%,-5%,3%,57%[activator]
CCCN(CC1CCCO1)C(=O)c1cc(COc2cccc(OC)c2)on1 (centres undefined),-1,-7%,-10%,-9%,-21%,42%,-7%,-7%,0%
CC1(C)C(=O)NCCN1C(=O)CC1C(=O)NCCN1CC(c1ccccc1)c1ccccc1 (centres undefined),3,-1%,31%,-14%,-4%,0%,-1%,0%,?
O=C(NCCc1ccc(Cl)cc1)c1ccc2nc(Cc3ccccc3)oc2c1,-3,-15%,-25%,-4%[60.1 µM],-14%,-24%,3%,nt,?
O=C(NCC1CCCO1)c1ccc2[nH]c3c(c2c1)CCCC3 (centres undefined),-2,-13%,9%,-11%,nt,nt,-4%,56%[activator],7%
C=C1CCC(C)C(C)(CCC2=CCOC2=O)C/C=C\C=C/1C(=O)O (centres undefined),3,28µM*,7%,?,3%,2%,2%,?,-5%
N#CC1=C(N)OC2=C(C(=O)CCC2)[C@]12C(=O)N(CC(N)=O)c1ccccc12,-1,-6%,-29%,0%,-5%,2%,-6%,1%,21%
O=C(NCC(=O)N1CCN(C(=O)c2ccccc2)CC1)c1ccc(Cl)cc1Cl,-2,-11%,39%,1%,nt,nt,-6%,-3%,309%[activator]
O=c1cc(/C=C/c2ccccc2)oc2c1ccc1ccccc12,0,?,-43%,0%,4%,2%,0%,5%,0%
O=C(Cc1cccc2ccccc12)NCCc1ccccc1,-6,-16%,20%,-4%,-13%,1%,9%,28%,-13%
COC(=O)[C@H](CCSC)NC(=O)Nc1cccc(Br)c1,-4,-9%,-8%,-2%,-7%,20%,2%,5%,?
CCNc1nc(NCC)n2c(SCC(=O)Nc3cccc(F)c3)nnc2n1,-5,?,-9%,?,nt,nt,7%,12µM*,-16%
C/C(=N\NC(=O)c1ccoc1C)c1cccc2ccccc12,-5,-15%,-18%,-4%,?,21%,-4%,43%[activator],-3%
CN1C(=O)/C(=C/c2cc(N=Nc3ccccc3)ccc2O)SC1=S,12,-9%,?,-28%,-19%,6%,24%,?,?
COCCCN1C(=O)c2ccc(C(=O)Nc3ccccc3OC)cc2C1=O,-1,-5%,22%,7%,-8%,?,-1%,-7%,0%
Cc1ccc(NC(=O)CCCc2ccccc2)nc1,-13,-8%,27%,1%,-15%,5%,1%,1%,-21%
CCN(CC(=O)NCc1ccc(F)cc1)C(=O)c1ccc(C)o1,-5,-13%,-1%,3%,-4%,-1%,-18%,28%,6%
Clc1c(-c2ccccc2)nc2ccccn12,-2,-16%,-3%,-9%,-24%,8%,-1%,13%,0%
CCOC(=O)c1sc2nccc(N(C)C)c2c1N=CNOC,-5,-18%,4%[11.4 µM],-1%,-21%,8%,1%,3%,82%[activator]
Cc1ccc(S(=O)(=O)Nc2nc3n(n2)C(c2ccc(Cl)cc2)C=C(c2ccccc2)N3)cc1 (centres undefined),1,89µM*,-2%,4%,?,-1%,-3%,nt,?
COc1ccc(OCCn2c(C(C)Oc3ccccc3)nc3ccccc32)cc1 (centres undefined),2,?,-16%,9%,45%[activator],0%,-1%,nt,-22%
CC(=O)c1ccc(NS(=O)(=O)c2c(C)nc3scc(C)n3c2=O)cc1,-22,0%,12%,-4%,-3%,18%,0%,nt,-12%
CC(C)N(CCNC(=O)COc1ccc2oc3c(c2c1)CCCC3)C(C)C,-9,8%,-10%,-11%,-6%,0%,18%,15%,-8%

# Profiles as entered above:
# CC(=O)c1ccc(NS(=O)(=O)c2c(C)nc3scc(C)n3c2=O)cc1 in the list: LDHA inh: -22; Pol eta inh: 0%; RGS4 inhibitor: 12%; Pol kappa inh: -4%; Apoferritin bind: -3%; Pol beta inh: 18%; ERG-DNA inh: 0%; APE1 inh: nt; ALOX12 inh: -12%
# NC(=O)C1CCCN(C(=O)Nc2cccc3ccccc23)C1 (centres undefined) in the list: LDHA inh: 25; Pol eta inh: -12%; RGS4 inhibitor: -8%; Pol kappa inh: -6%; Apoferritin bind: -8%; Pol beta inh: 4%; ERG-DNA inh: 1%; APE1 inh: 3%; ALOX12 inh: -1%
